Myeloid diff MLP: myeloid differentiation induction. 360,000 tested, 1% active. ER-HoxA9 myeloid progenitors, lysozyme-GFP differentiation, flow cytometry. calls only at 10 µM;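 active = normalized GFP-positive differentiation at or above the plate's own cutoff, the solvent-only control mean plus 3 SD; inconclusive = no clear call, values can overlap the other calls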;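 note: cells exposed to compound for four days before flow analysis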
SV40 large T antigen: TAg ATPase/helicase activity blockers – biochemical (AID 1903); SV40 large T antigen ATPase/helicase inhibition assay; higher % means a stronger effect; inhibition, % at 20 µM, or IC50 in µM where a hit was titrated; 310,000 tested, 0.39% active; in the data active = a potency from the dose series; inconclusive = inhibition mostly from about 32% at the one dose, without a potency; inactive = the rest, 99 in 100 with inhibition below about 32%; note: strong numbers were not always called active
West Nile antiviral: West Nile virus antiviral activity, cell-based, CPE readout (AID 1621); West Nile virus-infected cells, CPE inhibition; higher % means a stronger effect; CPE inhibition, % at 10 µM; hits with a dose series show IC50 in µM; 290,000 tested, 0.02% active; in the data active = a potency from the dose series; inconclusive = CPE inhibition mostly from about 3.7% at the one dose, without a potency; inactive = the rest, 99 in 100 with CPE inhibition below about 2.2%; note: strong numbers were not always called active
Rac1 GTP hydrolysis: MgcRacGAP GTPase-activating activity inhibitors, confirmation, biochemical, ADP Hunter fluorescence | one-dose inhibition, % at 30 µM; IC50 in µM for titrated hits | MgcRacGAP-stimulated Rac1 GTP hydrolysis, ADP Hunter fluorescence; higher % means a stronger effect; GST-tagged Rac1 F28L mutant substrate | 340,000 tested, 0.6% active;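 active = first-screen hits whose inhibition reached a set limit at any dose in the follow-up dose series; inconclusive = inhibition above the set first-screen limit but never retested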;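 note: fluorescence reports GDP produced by GAP-driven GTP hydrolysis; strong numbers were not always called active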
PhoP inhibition: PhoP-dependent GFP reporter repression – Salmonella Typhimurium, primary screen (AID 1863) | S. Typhimurium PhoP-regulated promoter GFP reporter, 4 h; higher % means a stronger effect | 300,000 tested, 0.16% active | inhibition, % at 50 µM, or IC50 in µM where a hit was titrated;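 active = inhibition over 29.93%, a cutoff 3 SD above the screen mean, later confirmed by dose response; inconclusive = inhibition over 29.93% but no dose response follow-up; inactive = inhibition at most 29.93% or unconfirmed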;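 note: 0% = low Mg2+ inducing control and 100% = high Mg2+ repressing control; strong numbers were not always called active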
WT yeast gro inh: growth inhibition of WT yeast, mitochondrial fusion screen. mitochondrial fusion phenotypic screen, WT strain. inhibition, % at 10 µM. 190,000 tested, 2.1% active. AID 1362; in the data active = inhibition above about 58%; tested in S. cerevisiae
T cell modulator: T cell immune modulators affecting CD8 T cell-vesicle binding | 2C CD8+ T cell-vesicle binding, flow cytometry; stronger effect = lower value | calls only at 7 µM | 330,000 tested, 0.068% active | AID 2052;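 active = response, share of CD8 T cells binding vesicles, and their 90th percentile fluorescence all below set limits, cut at about 80% in these data, passing the limit was not always enough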
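Incubation: binding step 1.5 h, 37 °C, antibody labelling 20 min, ice; system: murine 2C transgenic CD8+ T lymphocytes; technique: cytometric PE anti-B7-1 and Alexa647 anti-CD8 signals after 1% paraformaldehyde fixation; also added: QL9-charged Drosophila Ld/ICAM-1/B7-1 vesicles; control set: naked versus QL9-loaded vesicles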
RSV CPE inhibition: inhibition of RSV-induced cytopathic effect – HEp-2 cells, primary 10 µM value included (AID 2391) | HEp-2 cells, RSV-induced CPE inhibition; higher % means a stronger effect | one-dose CPE inhibition, % at 10 µM; IC50 in µM for titrated hits | 310,000 tested, 0.13% active; in the data active = a potency from the dose series; inconclusive = CPE inhibition mostly from about 23% at the one dose, without a potency; inactive = the rest, 99 in 100 with CPE inhibition below about 21%; note: strong numbers were not always called active
bCat nuc transl: alters nuclear translocation of beta-catenin in HeLa cells; 190,000 tested, 0.3% active; AID 1665; immunofluorescence imaging; nuclear translocation activity, % at 5 µM;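 active = nuclear translocation activity above 50% at 5 µM, with a well cell count of 50 or more; inconclusive = wells under 50 cells across six images, flagged as toxic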;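 note: per-cell ratio of nuclear to cytoplasmic median beta-catenin stain intensity; plate controls were DMSO negative control for no effect and GSK-3 inhibitor IX positive control for full effect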
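Assay system: human HeLa cells, native beta-catenin; doses: 5 µM primary, 0.02–20 µM confirmation; incubation: compound treatment 24 h, 37°C, 5% CO2; technique: fluorescence imaging of beta-catenin antibody stain plus DAPI; measure: % activation, nuclear-to-cytoplasmic median beta-catenin signal ratio per cell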
WT yeast gro inh mutant strain: recorded beside WT yeast gro inh, whose call it bears; inhibition, %; mitochondrial fusion phenotypic screen, mutant strain inhibition
bCat nuc transl cell count 5 µM: second read-out of bCat nuc transl, no call of its own (marks repeat the call); cell count; measured here: cell count, cytotoxicity flag
T cell modulator vesicle-bound %: further read-out of T cell modulator, marked with its call; double positive events, %; measured here: CD8+ vesicle-bound cell fraction;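 binding gate set so that unloaded-vesicle control wells show 10% double positive cells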
Myeloid diff MLP GFP+ MAC1+ %: also measured in Myeloid diff MLP; calls as there; GFP+ MAC1+ double positive, %; measured here: differentiation confirmed by MAC1 staining
* hit, by the source's call; i = inactive; u = inconclusive; x = not tested or not shown. Random draw from the library; about 3.6% have a hit in one of these screens.

item	molecule	Myeloid diff MLP	Myeloid diff MLP GFP+ MAC1+ %	SV40 large T antigen	West Nile antiviral	Rac1 GTP hydrolysis	PhoP inhibition	WT yeast gro inh	WT yeast gro inh mutant strain	T cell modulator	T cell modulator vesicle-bound %	RSV CPE inhibition	bCat nuc transl	bCat nuc transl cell count 5 µM
1	COCCNC(=O)CSc1nc2ccc(N3CCOCC3)cc2c(=O)n1Cc1ccc(OC)cc1	i	0.7	8%	-0.5%	3%	-7%	29	-1	i	29	21%	0.2	1373
2	CCOc1ccc(NC(=O)COC(=O)CCS(=O)(=O)c2ccc(C)cc2)cc1	i	0.7	1%	-0.5%	7%	5%	-3	-20	i	61	1.1%	0.7	1511
3	N=c1n(CCO)c2ccccc2n1CCOc1ccccc1	i	2.0	7%	-0.3%	2%	16%	1	-4	i	40	0.7%	-2.0	993
4	Cc1ccc(C2=NN(C(=O)CSc3nc4ncc(Cl)cc4[nH]3)C(c3ccco3)C2)cc1 (stereo unspecified)	i	1.3	10%	-1.7%	6%	1%	45	19	i	41	20%	0.2	1035
5	CC(C)OC(=O)/C(=C/c1ccc2c(c1)c1ccccc1n2C)NC(=O)c1ccccc1	u	x	3%	-0.1%	-3%	-2%	6	-2	i	11	13%	-0.7	1130
6	CN(c1ccc(F)cc1)S(=O)(=O)c1ccc(Cl)c(C(=O)OCC(=O)NCc2ccco2)c1	i	0.9	4%	0.9%	5%	5%	3	-13	i	8	2.0%	-0.1	1094
7	CC(=O)NC(=S)NNC(=O)c1ccc(Br)cc1	i	0.1	15%	0.0%	7%	u	56	55	i	8	1.3%	-0.4	1074
8	O=C(O)c1cccc(Nc2nc(C(F)(F)F)nc3ccccc23)c1	i	0.2	12%	0.4%	3%	-7%	19	8	i	44	0.9%	-1.2	1345
9	CS(=O)(=O)Nc1nnc(C2CCCC2)s1	i	0.1	x	0.0%	10%	x	10	-2	i	27	0.6%	0.0	954
10	COc1ccccc1NS(=O)(=O)c1cc(NC(=O)c2ccc3ccccc3n2)ccc1Cl	i	0.6	5%	-0.7%	4%	-9%	9	17	i	38	2.4%	0.3	995
11	C/C(=N\Nc1ccc(S(=O)(=O)Nc2ccc(Cl)cc2)cc1[N+](=O)[O-])c1ccc(N2CCOCC2)cc1	i	0.6	5%	0.2%	-1%	-2%	-1	-4	i	25	0.7%	-1.9	535
12	CCN(CC)c1ccc(NC(=O)c2[nH]c(C)c(C(C)=O)c2C)c(C)c1	i	1.3	20%	0.1%	10%	-10%	14	16	i	38	-0.2%	x	x
13	O=C(Cc1cccs1)Nc1nc(-c2cccnc2)cs1	i	0.8	14%	0.2%	7%	-11%	x	x	i	60	3.0%	-0.2	1170
14	Cc1n[nH]c(=O)nc1N/N=C/c1ccco1	i	0.2	8%	1.5%	6%	1%	13	-3	i	57	1.2%	0.1	1121
15	Cc1noc(C)c1S(=O)(=O)N1CCCC(C(=O)NCC2CCCO2)C1 (stereo unspecified)	i	0.6	26%	-0.3%	5%	4%	-5	-7	i	36	0.2%	-3.5	861
16	C=CCn1c(SCC(=O)Nc2cccc(C(=O)OC)c2)nnc1C(C)NC(=O)c1cccs1 (stereo unspecified)	i	5.5	15%	0.1%	11%	6%	83*	1.0*	x	x	0.1%	-0.9	1189
17	CCOC(=O)CSc1nnc(CNc2cccc(Cl)c2)n1C	i	1.7	4%	-0.2%	-2%	8%	-10	-6	i	36	1.0%	0.6	1195
18	Cc1cc(Cl)c(C(=O)Nc2cccc(C(F)(F)F)c2)c(C)n1	i	0.1	2%	0.5%	4%	11%	x	x	i	41	0.3%	x	x
19	CCN(C1CCCCC1)S(=O)(=O)c1ccc(C(=O)O)cc1	i	0.5	0%	-0.1%	3%	3%	15	11	i	31	2.3%	1.5	1014
20	CCOc1ccc2c(c1)OC1(CCC(C)C1)CC2=O (stereo unspecified)	i	0.8	12%	0.5%	9%	x	x	x	x	x	0.9%	x	x
21	COC(=O)C[C@H]1c2ccc(C(F)(F)F)cc2S(=O)(=O)N1Cc1ccccc1	i	1.3	21%	-0.6%	16%	-10%	x	x	i	32	1.3%	x	x
22	COC(=O)c1sccc1NC(=O)Nc1ccc(C)cc1C	i	0.8	16%	-0.2%	5%	-4%	x	x	i	3	1.7%	x	x
23	COc1ccc(C(=O)O/N=C(\N)Cc2ccc(Cl)cc2)cc1OC	i	0.5	7%	-0.8%	12%	8%	7	19	i	26	-5.5%	-0.4	1333
24	COc1ccc(NC(=O)n2ncc3c(C)cccc32)cc1	i	0.7	1%	0.0%	11%	2%	x	x	i	54	8.2%	x	x
25	O=C(CN1CCC(C(=O)c2cccc(F)c2)CC1)NCc1cccs1	i	0.3	6%	-0.6%	1%	14%	6	12	i	56	3.5%	-1.7	1076
26	O=C(O)COc1ccc(/C=N/Nc2nc(Nc3ccccc3)nc(N3CCCCC3)n2)cc1	i	0.2	-2%	0.5%	2%	2%	-2	-8	i	33	2.0%	-0.1	1057
27	COc1ccc(/C=C/C(=O)Nc2ccc(C34CC5CC(CC(O)(C5)C3)C4)cc2)cc1OC	x	x	-3%	1.9%	4%	8%	16	4	i	60	44%	-2.4	559
28	O=C(NNC(=S)NC(=O)c1cccnc1)c1ccccc1	i	0.6	18%	0.3%	6%	12%	-22	-39	i	6	0.2%	-1.8	1359
29	Cc1ccc(CNC(=O)CNC(=O)c2ccco2)cc1	i	0.5	1%	-0.4%	x	5%	x	x	i	14	1.4%	x	x
30	CCOC(=O)c1sc2cc([N+](=O)[O-])cc(SCCO)c2c1N	i	1.4	2%	-0.3%	9%	2%	7	-3	i	35	3.2%	-0.4	1144
31	COC(=O)c1nnn(-c2nonc2N)c1CN1CCCC1	i	0.8	10%	1.2%	2%	0%	x	x	i	32	1.1%	x	x
32	CCOc1ccc(NC(=O)CN(C)C(=O)Cc2ccsc2)cc1OCC	i	0.8	x	x	6%	x	x	x	i	5	-0.8%	x	x
33	CCC1Nc2ncnc(N3CCN(c4ccccc4)CC3)c2N(Cc2ccc(C)cc2)C1=O (stereo unspecified)	i	1.6	27%	x	5%	-10%	x	x	i	33	3.4%	x	x
34	CCCCn1c(Cn2nc(C(=O)O)c3ccccc3c2=O)nc2cc(S(N)(=O)=O)ccc21	i	0.7	21%	-0.8%	4%	6%	x	x	i	25	0.8%	x	x
35	CN1C(=O)N(C)c2ccc(C=O)c3cccc1c23	i	0.2	1%	-0.5%	12%	1%	30	21	i	52	0.0%	-0.5	672
36	O=C(CSc1nnc(-c2cccs2)o1)OC1CCCCC1	i	4.9	-7%	-0.6%	2%	-5%	19	-1	i	19	0.0%	-2.8	821
37	C/C(=N\NC(=O)c1ccc(F)cc1)c1ccc(N2CCOCC2)cc1	i	0.4	8%	-0.4%	7%	-7%	-10	11	i	35	0.1%	-2.7	1090
38	c1ccc(-c2ccc(Oc3cc(N4CCOCC4)nc(-c4ccccc4)n3)cc2)cc1	i	8.1	18%	0.9%	4%	-3%	8	-5	i	30	0.8%	-7.6	964
39	CC(=O)NC1C(Oc2ccc(C)cc2)OC2COC(c3ccco3)OC2C1O (stereo unspecified)	i	0.2	9%	-0.9%	12%	-22%	-22	12	i	56	0.1%	-0.9	1101
40	O=C(O)c1c(C(=O)O)c(-c2ccc(Cl)c(Cl)c2)n2c1CSC2	i	1.2	28%	-0.3%	13%	x	x	x	i	38	0.2%	x	x
41	Cc1ccc(N(Cc2ccccc2)C(=O)c2cc(S(=O)(=O)N3CCOCC3)ccc2Cl)cc1	i	0.6	6%	x	9%	-7%	x	x	i	25	17%	x	x
42	Cc1ccc2c(Cl)cc(Cl)c(OCC(=O)Nc3ccc(C)c(S(=O)(=O)N(C)C)c3)c2n1	x	x	0%	-0.4%	x	-6%	6	-5	i	38	1.8%	5.2	1028
43	CCOC(=O)CSc1nc(C)cc(Oc2ccc(=O)n(C)n2)n1	i	1.8	7%	x	4%	2%	5	-5	i	45	-0.5%	-0.7	547
44	CCCCn1c(O)c(/C=C/C=C/C=Nc2ccccc2)sc1=S	i	1.3	-2%	-0.3%	10%	3%	-1	6	i	51	19%	x	x
45	CCOC(=O)C(CCCOc1cccc(CC)c1)C(=O)OCC	i	0.8	6%	0.2%	3%	9%	18	9	i	31	3.7%	x	x
46	O=C1c2ccccc2C(Nc2ccc3c(c2)OCO3)N1Cc1ccco1 (stereo unspecified)	i	1.1	16%	-0.7%	2%	2%	13	9	i	20	1.6%	-3.0	1217
47	O=C(O)C1CCN(C(=O)CCc2ccccc2)CC1	i	0.7	5%	0.4%	-1%	-7%	x	x	i	34	-0.7%	-1.1	1221
48	CC1=C/C(=N\N=C2\NC(=O)C(CC(=O)Nc3ccccc3)S2)CC(C)(C)C1 (stereo unspecified)	i	0.4	23%	-0.6%	7%	0%	-4	14	i	47	10%	0.5	1467
49	O=C(CN1C(=O)NC2(CCCC2)C1=O)N1CCN(S(=O)(=O)c2ccc(Cl)c(C(F)(F)F)c2)CC1	i	0.5	14%	x	4%	-10%	x	x	i	34	1.1%	x	x
50	O=C(COC(=O)c1cc(=O)[nH]c(=O)[nH]1)NCc1ccccc1	i	0.3	3%	0.0%	4%	3%	20	7	i	45	1.9%	-2.9	1169
51	CCCn1cccc(C(=O)Nc2ccc(OC)cc2)c1=O	i	0.8	6%	-0.5%	11%	7%	x	x	i	21	7.0%	x	x
52	N/C(=N\OC(=O)Nc1ccc(Cl)c(Cl)c1)c1ncc(C(F)(F)F)cc1Cl	i	1.1	9%	-0.2%	8%	17%	80*	78*	i	41	6.3%	x	x
53	O=C(NCc1cccs1)c1cnc2sccn2c1=O	i	2.2	9%	0.1%	-2%	-2%	7	2	i	30	2.1%	-2.0	1179

High-throughput results deposited in PubChem by several laboratories.
